VHR inh abs – DUSP3 (human) phosphatase inhibition. P51452. recombinant VHR phosphatase, pNPP absorbance. inhibition, % at 13.3 µM. 290,000 tested, 0.52% active. AID 1654; in the data active means inhibition above about 50%; further: some compounds called inactive have numbers as strong as hits
Anthrax LF prot – inhibitors of Bacillus anthracis lethal factor protease; P15917; multiplex microsphere protease cleavage assay, LF; inhibition, % at 10 µM; 360,000 tested, 0.12% active; in the data active means inhibition above about 30%; inconclusive means no clear call, values can overlap the other calls; further: plate controls were buffer without enzyme for full effect and enzyme alone for no effect
BH1578 lux ind – quorum light induction in luxS cqsA deficient V. cholerae; V. cholerae BH1578 lux reporter, luminescence, 6 h; activation, % at 18.7 µM; 350,000 tested, 0.16% active; in the data active means activation mostly above about 9.7%, no sharp cut-off; inconclusive means no clear call, values can overlap the other calls; inactive means mostly below about 3.7%; further: not every result past the cut was called active; inactives centre near 0; reference of the scale not given here
Rv3671c protease – inhibits the M. tuberculosis serine protease Rv3671c. P9WHR9. inhibition, % at 5.96 µM. 320,000 tested, 0.048% active. AID 2606; in the data active means inhibition above about 38%;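 further: extracellular domain of Rv3671c used as enzyme; 0% = enzyme with DMSO and 100% = no enzyme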
TcdB inh – TcdB glycohydrolase inhibition | TcdB glycohydrolase enzymatic assay, plate reader | 350,000 tested, 0.24% active | inhibition, % at 9.99 µM | P18177; in the data active means inhibition above about 10%
SSB-PriA inh – K. pneumoniae PriA-SSBct interaction inhibition; AlphaScreen SSBct-PriA binding, biotinylated peptide; inhibition, % at 33 µM; 430,000 tested, 0.6% active; in the data active means inhibition mostly above about 37%, no sharp cut-off; inactive means mostly below about 20%;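 further: plate controls were negative control peptide for no effect and reference peptide for full effect; strong numbers were not always called active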
SARS 3CLpro inh – SARS-CoV 3CLpro protease inhibition; inhibition, % at 6 µM; AID 1706; 290,000 tested, 0.14% active; recombinant SARS-CoV 3CLpro, quenched FRET peptide cleavage; in the data active means inhibition above about 12%
PfHsp40 yeast – rescue of PfHsp40-mediated yeast toxicity; S. cerevisiae expressing PfHsp40, growth rescue, ATP luminescence; growth rescue, % at 12.5 µM; 340,000 tested, 0.68% active; AID 504582; in the data active means growth rescue above about 28%, passing the limit was not always enough; inconclusive means no clear call, values can overlap the other calls;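 further: yeast W303a lacking pdr1 and pdr3 grown in galactose medium; growth measured after three days at 30 °C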
Y pestis TopoI – Y. pestis Topo-I inhibition via cleavage products; 360,000 tested, 0.064% active; Y. pestis Topo-I cleavage product accumulation, plate reader; AID 504884; activity, % at 10 µM; in the data active means activity above about 50%, passing the limit was not always enough; inconclusive means no clear call, values can overlap the other calls; further: inactives centre near 2
MazF activator – activators of E. coli MazEF toxin-antitoxin RNase; P0AE70; FAM/BHQ RNA-DNA oligo cleavage fluorescence, 5 h; activation, % at 20 µM; 350,000 tested, 0.32% active; AID 504720; in the data active means activation above about 50%
Active calls of the source: *; i = inactive; ? = inconclusive; . = no result given.

SMILES	VHR inh abs	Anthrax LF prot	BH1578 lux ind	Rv3671c protease	TcdB inh	SSB-PriA inh	SARS 3CLpro inh	PfHsp40 yeast	Y pestis TopoI	MazF activator
COc1ccc(NC(=O)c2cccc(N3C(=O)C4CCC(C)CC4C3=O)c2)c(OC)c1 (stereo unspecified)	46	-17	i	4	0.8	-4	1	0.6	21	8
COc1ccc(C)cc1NC(=O)C1CCN(C(=O)c2ccc(C(C)(C)C)cc2)CC1	-52	7	-4.0	0	0.6	-12	0	5.4	20	46
COc1ccccc1NC(=O)c1ccc(-c2ccccc2F)o1	14	-10	i	-15	0.3	-15	4	-0.8	-10	3
CCn1cc(CN2CCC(n3nccc3NC(=O)c3cccc(F)c3)CC2)cn1	7	-3	i	7	1.6	7	1	-1.3	12	4
CCCc1nnc(NC(=O)CCC(=O)N2CCN(S(=O)(=O)c3ccc(F)cc3)CC2)s1	16	-3	-0.3	1	1.4	-3	2	0.0	5	7
CCOc1ccc(S(=O)(=O)N2CCN(C(=O)c3ccncc3)CC2)cc1	28	0	-0.7	-2	2.7	-68	9	-0.7	2	0
Nn1c(SCC(=O)Nc2ccc(S(=O)(=O)N3CCCC3)cc2)nnc1C(F)(F)F	-9	-1	5.0	2	.	-4	9	2.2	-7	0
Cc1ccc2nc(Nc3ccccc3)c(C=O)c(=O)n2c1	4	-5	-0.3	0	0.0	-8	-1	0.0	6	8
CC(/C=C/c1ccc(C)o1)=C\C(=O)O	2	-5	-6.7	-14	.	10	-2	-1.1	11	16
c1ccc(-n2cnc3ccccc32)nc1	-8	1	i	-3	-9.1	-3	4	0.1	4	2
COc1cc(SC)ccc1C(=O)N1CCN(c2ccc(O)cc2)CC1	17	2	i	1	9.2	13	1	-0.2	1	1
Cc1nn(CC(=O)N/N=C/c2cccs2)c(C)c1[N+](=O)[O-]	17	12	0.6	-4	0.5	i	2	-2.2	3	5
CCOC(=O)C1CCN(C(=O)COC(=O)C23CC4CC(CC(C4)C2)C3)CC1	.	.	i	0	1.7	-17	.	-0.4	10	0
COc1ccc(CNC(=O)COC(=O)c2n[nH]c3ccccc23)cc1OC	33	?	-0.4	4	.	2	-2	-1.0	36	-3
Cc1ccc(C(=O)OCC(=O)Nc2ccccc2)cc1NC(=O)c1ccco1	19	-4	6.6	-7	.	-7	0	1.8	5	3
CCOC(=O)N1CCN(C(=O)c2ccc(CSc3ccc(Cl)cc3)cc2)CC1	-6	-2	0.4	.	-1.2	-8	5	11	39	4
Cn1c(=O)[nH]c2cc3ccccc3cc21	-5	0	i	-10	.	-12	-4	0.3	0	-3
O=C1N(C2CCCC2)C[C@@H]2C[C@@H](c3cccn3-c3ccccn3)N3CCC[C@@]123	17	1	0.9	5	0.8	-7	1	-1.2	-10	2
CN(C)CCOCCSc1ccc(Cl)cc1	26	-7	0.0	15	.	1	4	-0.9	-14	-2
O=C(CCSC1=NCCCN1)c1ccc(F)cc1	.	1	i	.	-0.8	-14	.	1.3	-1	4
COCc1cc(OC(=O)N(C)C)nc2c1c(C)nn2C	20	-4	-0.5	4	2.7	-5	-1	-1.0	4	4
CCN(CC)C(=O)C1(P(=O)(c2ccccc2)c2ccccc2)CCC1	16	-12	-0.6	0	0.8	-11	1	.	-2	-1
Cc1ccc(-n2c(Cn3ncc4ccccc4c3=O)n[nH]c2=S)cc1	25	.	-0.7	1	1.8	-2	3	-2.0	1	3
C[C@]12CCC3C(CC[C@H]4C[C@H](O)CC[C@]34C)C1C[C@@H](O)[C@H]2O (stereo partly specified)	.	-5	-0.1	.	0.7	-6	.	.	8	-13
CC1(C)NC(=O)N(CC(O)CN2C(=O)CCC2=O)C1=O (stereo unspecified)	10	10	-0.2	3	.	-7	5	-0.3	1	-4
O=C(NC(=S)NC(=O)c1ccccc1F)c1ccccc1F	-6	-3	6.9	0	-1.1	-9	7	1.9	-1	2
COc1ccc(C)cc1S(=O)(=O)NCc1cccs1	10	2	-0.4	2	1.1	-15	-2	-0.6	8	0
Cc1ccc(CSCC(=O)N2CCN(c3ccccc3)CC2)cc1	4	0	-0.3	7	0.7	-2	3	1.0	30	2
Nc1nc(=S)c2[nH]c(=S)[nH]c2[nH]1	.	-8	i	.	4.7	-25	.	-0.8	0	6
CC(C)c1ccc(S(=O)(=O)N2CCN(C(=O)C3CCCC3)CC2)cc1	24	-12	-0.5	0	-1.2	-10	1	-0.3	23	-4
CCOc1ccccc1NC(=O)c1cc(S(=O)(=O)N2CCN(CC)CC2)ccc1Cl	10	-2	-1.0	-2	-0.6	-10	-1	-0.1	13	4
COCCCn1c(SCC(=O)NC2CCCC2)nnc1-c1ccco1	14	-1	-0.2	4	0.3	-10	3	0.6	-2	-9
NC(=O)C(c1ccccc1)c1ncc(C(F)(F)F)cc1Cl (stereo unspecified)	25	-2	i	0	.	-10	-3	0.6	4	5
COC(=O)c1ccccc1Nc1ccccc1	4	1	i	-2	.	-75	-1	-0.6	-8	4
Cc1noc(C)c1Cn1c(C)c(C(=O)NCc2ccc3c(c2)OCCO3)sc1=O	.	-3	i	.	1.1	.	.	.	-4	.
O=C(c1cccc(-n2cnnn2)c1)N1CC=C(c2ccccc2)CC1	0	0	-0.2	-11	.	-8	3	0.6	4	4
O=C(NC1CCN(Cc2ccc(Cl)cc2Cl)CC1)c1ccccc1	4	8	0.5	7	1.6	-1	-4	2.2	9	-3
Cc1nc2c(OCc3ccc(Cl)cc3)cccn2c1N(C)Cc1cccs1	.	-3	i	.	-0.5	.	.	.	50	.
Cc1cn([C@@H](CCCCN)C(=O)NCCCCCCCCCCC(=O)N2CCNCC2)nn1	.	-9	2.2	-6	-0.7	5	.	-1.6	-6	0
Cc1cccc(C)c1OCC(=O)NNC(=O)CCCn1c(=O)oc2ccccc21	.	-1	0.6	-2	-1.3	-2	.	0.2	11	7

Five records drawn at random from the list so far:
SMILES	VHR inh abs	Anthrax LF prot	BH1578 lux ind	Rv3671c protease	TcdB inh	SSB-PriA inh	SARS 3CLpro inh	PfHsp40 yeast	Y pestis TopoI	MazF activator
O=C(NC(=S)NC(=O)c1ccccc1F)c1ccccc1F	-6	-3	6.9	0	-1.1	-9	7	1.9	-1	2
Cc1ccc(CSCC(=O)N2CCN(c3ccccc3)CC2)cc1	4	0	-0.3	7	0.7	-2	3	1.0	30	2
Cc1nc2c(OCc3ccc(Cl)cc3)cccn2c1N(C)Cc1cccs1	.	-3	i	.	-0.5	.	.	.	50	.
Cc1ccc(-n2c(Cn3ncc4ccccc4c3=O)n[nH]c2=S)cc1	25	.	-0.7	1	1.8	-2	3	-2.0	1	3
COCc1cc(OC(=O)N(C)C)nc2c1c(C)nn2C	20	-4	-0.5	4	2.7	-5	-1	-1.0	4	4

Continuation.
SMILES	VHR inh abs	Anthrax LF prot	BH1578 lux ind	Rv3671c protease	TcdB inh	SSB-PriA inh	SARS 3CLpro inh	PfHsp40 yeast	Y pestis TopoI	MazF activator
Cc1nc2ccccc2cc1C(=O)NCc1ccc(F)cc1	18	1	-0.3	11	0.6	-3	-1	0.1	0	6
Cc1ccc(CNC(=O)Cn2nnc(C(=O)Nc3ccc(Br)cc3)c2N)cc1	27	-1	i	-5	-1.1	-27	-4	0.5	3	-22
Cc1ccc2nc3n(c(=O)c2c1)-c1ncccc1C(=O)NC3Cc1ccc(O)cc1 (stereo unspecified)	.	-1	-0.5	.	-0.8	.	.	.	1	7
CCOc1ccc(NC(=O)C2CCC(C)(C(=O)O)C2(C)C)cc1 (stereo unspecified)	7	-4	.	-5	.	7	3	0.4	7	3
COc1ccccc1NS(=O)(=O)c1cc(C(=O)NCC(c2ccc(F)cc2)N2CCOCC2)ccc1C (stereo unspecified)	.	.	i	-4	1.2	8	.	0.1	6	1
Cc1ccc(-c2nn(-c3ccccc3)cc2C2CC(c3cccs3)=NN2C(=O)CCC(=O)O)cc1 (stereo unspecified)	-8	-1	i	-3	.	-4	-2	-0.5	-2	-35
CN(CC1CCCN(CCc2cccc(C(F)(F)F)c2)C1)C(=O)c1ccco1 (stereo unspecified)	10	3	-2.5	-1	-0.2	-24	4	0.4	1	0
CCC1(CC)SC(N)=NC1=O	.	-10	5.0	.	-0.2	.	.	0.2	0	-2
CCOc1ccc(NC(=S)N(CCc2c(C)[nH]c3ccc(C)cc23)Cc2ccco2)cc1	19	-4	-0.3	3	0.7	6	6	-0.2	-6	-7
Cc1[nH]c(=O)c(Cc2ccccc2)c(O)c1C#N	.	-14	-0.2	2	0.9	5	.	-0.3	1	10
Cn1c(NCc2ccccc2F)nc2cc(-c3cccc(C(F)(F)F)c3)sc2c1=O	.	-2	-0.8	.	-0.4	.	.	.	11	.
CCC(=O)Nc1cccc(C2=NOC3(C2)C[C@@H](C(N)=O)N(C(=O)C2(C)CC2)C3)c1 (stereo partly specified)	30	2	0.7	-3	-0.1	-4	.	-0.8	3	12
O=C(NCC1CCCO1)c1csc(Nc2cccc3ccccc23)n1 (stereo unspecified)	-5	-5	-1.1	0	1.7	4	-1	1.3	20	0
O=C(Nc1cccc(C(F)(F)F)c1)c1c(O)c2ccccc2[nH]c1=O	25	-4	5.7	-1	.	7	4	0.6	7	8
Cc1cccc(N/N=C/c2ccc(C)s2)c1	-12	-7	-0.6	8	6.0	.	2	-1.0	-12	7
Cn1cccc1Cc1nnc(SCC(=O)Nc2cccc(F)c2)n1-c1ccc(F)cc1	30	-7	-0.1	4	-0.6	14	7	-1.4	7	12
O=S1(=O)C=C(SCc2ccc(F)cc2)Nc2ccccc21	18	7	-1.5	-7	0.9	-7	8	0.6	-4	2
O=C(CN1CCN(c2ccccn2)CC1)Nc1nc2ccccc2s1	18	3	-2.0	3	-0.3	-8	-4	2.8	8	0
COc1ccccc1NC(=O)Cc1nnc(SCC(=O)Nc2ccccc2F)n1C	33	0	i	-8	0.2	-1	3	-1.0	14	13
Cc1cc(C(=O)O/N=C(\N)c2ccncc2)ccc1[N+](=O)[O-]	-11	-3	-0.4	-2	1.3	i	-2	0.0	0	8
O=C(O)Cc1cc2c(s1)CCCCC2	27	-1	i	5	.	6	1	-1.2	6	1
Cc1cn([C@H]2C[C@H](O)[C@@H](CNCc3cccn3-c3ccncc3)O2)c(=O)[nH]c1=O	.	-4	-0.4	.	0.4	.	.	.	6	4
O=C(COc1ccc(Cl)cc1Cl)N(C1CCCCC1)C1CCS(=O)(=O)C1 (stereo unspecified)	.	-3	i	0	-0.3	-8	.	-0.3	38	-3
N#Cc1c(NC(=O)CSc2ncn[nH]2)sc2c1CCCC2	24	-3	5.0	-8	.	-8	-5	2.1	-3	-2
O=C(/C=C/c1ccco1)N1CCN(S(=O)(=O)c2cccc([N+](=O)[O-])c2)CC1	.	2	-3.7	-1	0.2	5	.	3.0	5	10
CCCC1CC(=O)OC1(C)C(=O)CSc1n[nH]c(-c2ccccc2)n1 (stereo unspecified)	-13	.	.	-3	1.3	.	3	.	.	.
Cc1ccnc(NC(=O)CCC(=O)N(CC(=O)NCCc2ccccc2)Cc2cccs2)c1	7	1	-0.4	0	2.5	6	1	0.5	24	2
Cc1ccc(NC(=O)CN(C)C(=O)CCOc2cccc(C)c2)cc1	22	-1	-0.3	4	.	-2	0	0.9	-4	-1
COc1cc(-c2noc(C3CCCN(S(=O)(=O)c4cccc(Cl)c4)C3)n2)cc(OC)c1OC (stereo unspecified)	32	-6	i	-7	.	8	1	2.6	25	-4
N#CCCN(C(=O)COC(=O)Cc1c[nH]c2ccccc12)c1ccccc1	.	0	-1.0	-1	-0.8	4	.	0.3	-6	-2
CCOC(=O)[C@@H]1[C@H]2COc3cc(OC)ccc3[C@H]2N2C(=O)N(c3ccc(OC)cc3)C(=O)[C@]12C	.	-5	-0.4	0	0.8	-2	.	0.9	19	8
Cc1ccc(S(=O)(=O)Nn2c(C)ccc2C)cc1	12	-3	i	2	.	-9	-1	-0.3	-13	13
CCCCC(=O)NCc1ccc2c(c1)cc(C)n2C	11	47*	-16	-8	.	3	-9	-1.3	14	-6

Not all compounds are listed, so the mix of outcomes need not match the whole.
